NTR1 ag: NTR1-driven beta-arrestin-GFP spot formation – imaging, U2OS cells, high content, primary screen (AID 493036); P30989; agonist mode; activation, % at 20 µM; actives 0.17% (n = 330,000);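 active means activation at or above 40% of the spot to cytoplasm intensity ratio, with at least 20 cells analyzed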;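 further: 0% = DMSO without peptide and 100% = 100 nM NTR1 peptide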
Target sequence (P30989 whole entry, looked up): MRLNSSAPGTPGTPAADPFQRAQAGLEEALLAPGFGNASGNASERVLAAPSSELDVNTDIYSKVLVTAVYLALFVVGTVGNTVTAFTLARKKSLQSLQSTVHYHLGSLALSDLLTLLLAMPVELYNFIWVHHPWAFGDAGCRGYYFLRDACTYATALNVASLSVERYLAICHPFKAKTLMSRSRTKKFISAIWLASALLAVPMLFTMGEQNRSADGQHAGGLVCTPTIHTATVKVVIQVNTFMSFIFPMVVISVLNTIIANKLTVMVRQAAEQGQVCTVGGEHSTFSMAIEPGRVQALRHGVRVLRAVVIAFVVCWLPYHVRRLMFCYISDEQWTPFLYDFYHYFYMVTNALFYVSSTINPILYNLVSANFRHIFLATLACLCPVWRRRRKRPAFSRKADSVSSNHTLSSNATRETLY
KOR beta-arrestin-1: KOR antagonists, beta-arrestin recruitment, cell-based, luminescence, uHTS (AID 1778) | KOR beta-arrestin recruitment, luminescence, antagonist mode; higher % means a stronger effect | inhibition, % at 10 µM, or IC50 in µM where a hit was titrated | actives 0.091% (n = 290,000); further: strong numbers were not always called active
ER stress rescue: protection against thapsigargin-triggered cell killing – 384-well, CSM14.1, ATP luminescence, primary screen (AID 1222); CSM14.1 thapsigargin-induced death rescue, ATP luminescence; higher % means a stronger effect; one-dose cellular ATP content (survival), % at 20 µM; EC50 in µM for titrated hits; 190,000 tested, under 10 active;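 active means EC50 below 50 µM in the dose-response confirmation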;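 further: death triggered by thapsigargin at about 15 µM added after 2 h compound pretreatment; cell ATP read after overnight thapsigargin exposure of roughly 18 to 22 hours; normalized against plate controls of thapsigargin alone and 5% DMSO vehicle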
Yfh1-depleted yeast: mitochondrial function rescue without frataxin homolog – Friedreich's ataxia, plus single-dose screen, dose response (AID 1465); fold induction at 50 µM; hits with a dose series show EC50 in µM; S. cerevisiae Yfh1-off respiration, WST-1 reduction, 72 h; higher fold induction means a stronger effect; actives 0.074% (n = 220,000);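 active means fold induction of absorbance versus untreated yeast above a set limit, then at least 30% activation at any dose in follow-up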;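 further: activators that raise dye reduction in frataxin-depleted yeast; strong numbers were not always called active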
GPR55 activation: selective activators of receptor GPR55 – imaging, U2OS cells, beta-arrestin-GFP redistribution, primary screen (AID 1961) | U2OS GPR55 beta-arrestin-GFP redistribution imaging; higher % means a stronger effect | one-dose activation, % at 10 µM; EC50 in µM for titrated hits | actives 0.048% (n = 290,000);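 active means activation above 40% with more than 50 cells counted in the well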;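 further: U2OS osteosarcoma cells stably expressing GPR55 and beta-arrestin-GFP; plate controls were DMSO negative control for no effect and LPI positive control for full effect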
NOD1 inhibition: NOD1 signaling inhibitors, primary screen, cell-based, luminescence, uHTS (AID 1578); actives 1% (n = 290,000); NOD1-driven NF-kB luciferase reporter cells, luminescence; higher % means a stronger effect; inhibition, % at 4 µM; hits with a dose series show EC50 in µM; in the data active means inhibition mostly above about 36%, no sharp cut-off; inactive means mostly below about 34%;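 further: HEK-293T reporter cells stimulated with the NOD1 agonist gamma-tri-DAP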
TNAP activators: stimulation of alkaline phosphatase TNAP activity – biochemical, luminescent, no phosphate acceptor, uHTS, primary screen (AID 1001); purified TNAP, luminescent activation assay, no phosphate acceptor; higher activation fold means a stronger effect; activation fold at 20 µM, or EC50 in µM where a hit was titrated; actives 0.03% (n = 200,000); in the data active means activation fold from about 3, or a potency from the dose series; inactive means the rest, 99 in 100 with activation fold below about 1.6; further: many of its hits are not listed in these tables
KOR beta-arrestin-2: kappa opioid receptor activators – cell-based, luminescence, uHTS, primary screen (AID 1777) | KOR beta-arrestin recruitment, luminescence; higher % means a stronger effect | activation, % at 10 µM; hits with a dose series show EC50 in µM | actives 0.02% (n = 280,000); in the data active means activation above about 50%, passing the limit was not always enough; further: a part of the inactive calls stands beside numbers as strong as those of hits
NOD2 inhibition: inhibition of NOD2-driven NF-kB reporter – cell-based, luminescence, uHTS, HEK293 (AID 1566). inhibition, % at 4 µM; hits with a dose series show EC50 in µM. actives 0.63% (n = 290,000). HEK293 NOD2/NF-kB luciferase reporter, luminescence; higher % means a stronger effect; further: many of its hits are not listed in these tables
NTR1 ag cell count 20 µM: recorded beside NTR1 ag, whose call it bears; cell count; measured here: cell count, cytotoxicity flag
The depositor's hits bear a star; i = inactive; · = no result given; [ ] = remark or other dose. Unless noted, no stated cut-off is given here; in the data, active means inhibition above about 50%; inactive means the rest. The list is partial, so the mix of outcomes need not match the whole.

SMILES | NTR1 ag | NTR1 ag cell count 20 µM | KOR beta-arrestin-1 | ER stress rescue | Yfh1-depleted yeast | GPR55 activation | NOD1 inhibition | TNAP activators | KOR beta-arrestin-2 | NOD2 inhibition
COc1ccc(F)cc1S(=O)(=O)N1CCN(Cc2ccc3c(c2)OCO3)CC1 | 0.2 | 68 | 33% | -2.2% | i | -0.1% | -18% | 1.1 | 0.1% | -2%
Cc1cc(SCC(=O)OC/C(O)=C(\C#N)c2nc3ccccc3[nH]2)c(C)cc1Br | 3.4 | 52 | -49%[20 µM] | 8.1% | i | -0.1% | · | 2 | -1.5% | ·
COc1ccc(Cn2c(CCC(=O)N3CCN(c4ccccn4)CC3)nc3ncccc3c2=O)cc1 | · | · | -21% | 1.2% | i | 0.0% | -13% | 1.1 | -1.9% | 18%
COc1ccc(N2C(=NC(=O)C(C)Oc3ccccc3)SC3CS(=O)(=O)CC32)cc1 (stereo not drawn) | -0.1 | 54 | -4% | · | · | -0.1% | -21% | · | 0.1% | 3%
Cc1cccc(N2CCN(C(=O)C3CCN(S(=O)(=O)N4CCOCC4)CC3)CC2C)c1 (stereo not drawn) | 0.1 | 50 | -59% | -2.0% | i | -0.3% | 3% | 1 | 4.3% | -2%
Cc1cc2oc(=O)cc(CNc3ccccc3F)c2cc1O | -1.0 | 92 | 16% | · | · | 0.6% | 3% | · | -4.6% | -6%
CCOC(=O)c1oc2c(CN3CCN(C)CC3)c(O)ccc2c(=O)c1-c1ccc(Br)cc1 | 3.3 | 90 | -12% | -1.9% | i | 0.2% | -24% | 1.1 | -0.1% | -6%
O=C(COC(=O)c1ccc(Oc2ccccc2)cc1)Nc1nnc(-c2ccccc2)o1 | -1.9 | 92 | 9% | -3.3% | i | -0.1% | -6% | 1.1 | 0.1% | 5%
Cc1ccc(N2C(=O)c3ccc(C(=O)O)cc3C2=O)c(C)c1 | -1.3 | 53 | -11% | -2.9% | i | -0.1% | 22% | 1.2 | -1.5% | 9%
COc1ccc(C)cc1NC(=O)C(C)N1CCOCC1 (stereo not drawn) | -0.6 | 40 | -9% | · | · | 0.2% | -32% | · | -1.0% | -1%
N#Cc1c(NC(=O)C2CC(c3ccccc3Cl)=NO2)sc2c1CCC2 (stereo not drawn) | 9.2 | 36 | -23% | 16% | i | 0.2% | -4% | 1.1 | 6.1% | 2%
COc1ccc(C)cc1NC(=O)NCc1ccc(F)cc1 | -0.2 | 84 | 8% | -0.3% | i | -0.2% | 0% | 1.1 | -2.0% | -20%
CNC(=O)c1cc(-c2ccc(Cl)cc2)n(-c2ccccc2)n1 | 1.2 | 98 | 20% | · | · | -0.1% | -10% | · | -3.6% | 0%
Fc1ccc(C2=Nn3c(nnc3-c3n[nH]c4c3CCC4)SC2)cc1 | 4.8 | 56 | 19% | -0.6% | i | 0.3% | -53% | 1.3 | -1.2% | -4%
COC(=O)c1[nH]c2ccc(Br)cc2c1NC(=O)Oc1ccccc1 | -1.8 | 58 | 11% | -1.5% | i | 0.2% | -4% | 1 | -2.6% | -26%
COC(=O)N1CCN(c2ccc(Cl)c(Cl)c2)CC1 | 2.7 | 71 | 18% | -1.4% | i | -0.1% | 10% | 1.1 | 0.4% | 7%
O=c1c2cc(N3CCOCC3)ccc2[nH]c(=S)n1CCc1ccccc1 | 9.9 | 66 | -22% | -3.7% | i | -0.1% | -11% | 1.1 | -2.1% | 11%
COc1cccc(N2CCN(C(=S)NCCc3ccccc3)CC2)c1 | -0.7 | 67 | 25% | 0.8% | i | -0.4% | -7% | 1 | -2.1% | -5%
COc1cccc(NC(=O)C2C3C=CC4(O3)C2C(=O)N(CCCN2CCCCC2)C4C(=O)NC2CCCCC2)c1 (stereo not drawn) | 3.4 | 43 | 9% | · | · | -0.2% | -25% | · | -2.0% | -5%
CCN(CC)c1ccc(/C=c2/sc3nnc(-c4ccccc4C)n3c2=O)cc1 | -1.5 | 42 | 11% | 1.8% | i | 1.7% | -14% | 0.6 | -4.6% | 23%
Cn1c(=O)cc(SCC(=O)N2CCCC2)c2cc(Cl)ccc21 | 1.2 | 96 | -4% | 1.2% | i | 0.3% | -30% | 1.1 | 2.9% | 4%
FC(F)(F)c1cccc(Oc2ccc3c(C(F)(F)F)cc(C(F)(F)F)nc3n2)c1 | 0.9 | 60 | 12% | 1.0% | i | 0.5% | 1% | 1 | 2.6% | -5%
COc1ccccc1C1C=C(c2ccc(C)cc2)Nc2nnnn21 (stereo not drawn) | -1.4 | 42 | -12% | -0.6% | · | 0.2% | 23% | 1.1 | 3.8% | -1%
O=c1[nH]c(SCc2nc3c(cnn3-c3ccccc3)c(=O)[nH]2)nc2ccccc12 | · | · | 6% | -1.4% | i | -0.1% | 56% | 1.3 | -1.5% | -161%
O=C(CNC(=O)c1ccc(F)cc1)NCc1ccc(Cl)cc1 | -1.3 | 85 | 5% | · | · | 0.0% | -7% | · | -0.8% | 1%
Cc1nnc2n1NC(c1ccc(Cl)cc1)C(C(=O)N(C)C1CCCCC1)S2 (stereo not drawn) | 0.5 | 42 | 6% | -1.5% | i | 0.2% | 0% | 1.1 | 0.3% | 18%
CC(C)CC(=O)NC(=S)Nc1nc(-c2ccccc2)cs1 | · | · | 11% | 1.2% | i | -0.2% | 5% | 1 | -6.3% | 4%
COc1cccc(C(=O)N2CCN=C2SCc2cccnc2)c1OC | 3.7 | 61 | -6% | 1.3% | i | -0.2% | 7% | 1.2 | -0.2% | 21%
COc1ccc(Cn2c(=O)sc3ccccc32)cc1OC | -2.2 | 91 | -1% | -2.3% | i | -0.1% | 45% | 1.1 | 5.8% | 35%
COc1ccccc1NC(=O)CCCNC(=O)Cn1cnc2sc(C)c(C)c2c1=O | -0.8 | 43 | 17% | · | · | -0.2% | -10% | · | -5.4% | 11%
CCn1c(COc2ccc(C)cc2)nnc1SCC(=O)C(C)(C)C | -0.1 | 56 | -27% | -0.6% | i | -0.3% | 14% | 1.1 | 11% | 12%
Cc1[nH]c2ccccc2c1/C=N/Nc1nc(Nc2ccc(F)cc2)nc(N2CCOCC2)n1 | 15 | 44 | 6% | 0.9% | i | 0.8% | -13% | 1.1 | -2.0% | 0%
COc1cc(C(=O)N2C[C@@H]3CCC[C@H]2C3)ccc1OC1CCN(C(C)=O)CC1 | -0.7 | 90 | 1% | · | · | 0.3% | -36% | · | 4.6% | -1%
O=C(Nc1ccc(S(=O)(=O)Nc2nccs2)cc1)C1CCCCC1 | -2.0 | 61 | 10% | -1.1% | i | -0.2% | 8% | 1.1 | -6.6% | 14%
O=C(Cn1cccc1C(=O)c1ccccc1)NCCc1ccc(Cl)cc1 | -0.3 | 62 | -36% | · | · | 0.3% | -7% | · | -1.6% | 11%
COc1ccccc1NC(=O)CSc1ncn(-c2ccccc2)n1 | 0.3 | 75 | 11% | -2.2% | i | -0.1% | -2% | 1.1 | -2.9% | -6%
CCOc1ccc(-c2c(=O)n(OCc3ccc([N+](=O)[O-])cc3)c3ccccc3[n+]2[O-])cc1 | 0.0 | 73 | 32% | 2.4% | i | -0.1% | 16% | 1 | 3.2% | 1%
Cc1ccc(NC(=O)C(C)N2CCc3ccccc3C2)cc1 (stereo not drawn) | -0.5 | 47 | 33% | · | · | 0.5% | 34% | · | -1.0% | 9%
CCOC(=O)C1CCN(c2ncnc3c2cnn3-c2ccccc2)CC1 | 0.7 | 84 | 37% | 1.0% | i | 0.0% | -29% | 1 | -2.2% | 2%
Cc1c(-c2ccc(Cl)cc2)[n+](=O)c2c(n1[O-])CCCC2 | 0.1 | 51 | 34% | · | i | -0.1% | -4% | · | -2.7% | -2%
CC1=NN(C(=O)c2ccc(Cn3cc(Br)c([N+](=O)[O-])n3)o2)C(O)(C(F)(F)F)C1 (stereo not drawn) | 2.3 | 41 | 1% | -1.9% | i | -0.5% | -29% | 1 | -3.0% | 11%
COc1ccc(NC2CC(=O)N(c3ccccc3)C2=O)cc1 (stereo not drawn) | -0.8 | 58 | 2% | -1.6% | i | 1.7% | -14% | 1.2 | -0.7% | 1%
O=C(CN1CCN(Cc2ccccc2)CC1)N/N=C/c1ccc(Br)s1 | 3.3 | 60 | -24% | · | i | -0.1% | 1% | · | 0.3% | -8%
Cc1cc(C(=O)COC(=O)c2ccccc2Br)c(C)n1CC1CCCO1 (stereo not drawn) | 3.7 | 44 | -6% | · | i | 0.8% | · | · | -3.0% | 0.46µM*
O=C(CN1CCN(Cc2ccccc2Cl)CC1)N/N=C/C=C/c1ccccc1[N+](=O)[O-] | -0.7 | 54 | -20% | -0.7% | i | -0.1% | -4% | 1 | -0.1% | 14%
CCCSc1nc(C)cc(C)c1S(=O)(=O)c1ccccc1C | 0.5 | 36 | -16% | 8.9% | · | 0.3% | 8% | 1.1 | 2.1% | 11%
O=C(O)c1ccc(NC(=O)c2cccc(N3C(=O)C4C5CCC(C5)C4C3=O)c2)cc1 (stereo not drawn) | -0.2 | 48 | -6% | -1.6% | i | -0.5% | -30% | 1.1 | 0.0% | -7%
Cc1cccc(-n2c(C)nc3cc(C(=O)NCc4ccc5c(c4)OCO5)ccc32)c1 | 0.8 | 71 | -7% | 0.5% | i | -0.3% | 14% | 1.1 | -3.6% | 18%
Cc1cc(S(=O)(=O)NC2CCCC2)ccc1-n1cnnn1 | -2.0 | 41 | 1% | · | · | -0.3% | -12% | · | -5.2% | -2%
NNc1ncnc2sc3c(c12)CCC3 | 1.0 | 46 | 16% | -1.0% | i | 0.1% | -15% | 0.1 | -4.9% | 8%
Cc1ccc(C(C#N)c2ccc(C(=O)c3ccc(F)cc3)cc2)cc1 (stereo not drawn) | -0.8 | 40 | · | 1.7% | i | -0.1% | 43% | 1.1 | 11% | 12%
Cc1cccc(N2CCN(S(=O)(=O)c3ccc4c(c3)CC(=O)N4C)CC2)c1C | 0.7 | 46 | 8% | · | · | -0.1% | 2% | · | -0.5% | 34%
Cc1cc(C)c2oc(C(=O)Nc3ccc(S(=O)(=O)N4CCCC(C)C4)cc3)cc(=O)c2c1 (stereo not drawn) | 2.5 | 49 | 4% | -1.3% | i | 0.9% | 9% | 1.1 | -2.3% | 18%

Ordered by formula weight (falling): some entries from above.
SMILES | NTR1 ag | NTR1 ag cell count 20 µM | KOR beta-arrestin-1 | ER stress rescue | Yfh1-depleted yeast | GPR55 activation | NOD1 inhibition | TNAP activators | KOR beta-arrestin-2 | NOD2 inhibition
COc1cccc(NC(=O)C2C3C=CC4(O3)C2C(=O)N(CCCN2CCCCC2)C4C(=O)NC2CCCCC2)c1 (stereo not drawn) | 3.4 | 43 | 9% | · | · | -0.2% | -25% | · | -2.0% | -5%
Cc1[nH]c2ccccc2c1/C=N/Nc1nc(Nc2ccc(F)cc2)nc(N2CCOCC2)n1 | 15 | 44 | 6% | 0.9% | i | 0.8% | -13% | 1.1 | -2.0% | 0%
O=C(O)c1ccc(NC(=O)c2cccc(N3C(=O)C4C5CCC(C5)C4C3=O)c2)cc1 (stereo not drawn) | -0.2 | 48 | -6% | -1.6% | i | -0.5% | -30% | 1.1 | 0.0% | -7%
Cc1cccc(-n2c(C)nc3cc(C(=O)NCc4ccc5c(c4)OCO5)ccc32)c1 | 0.8 | 71 | -7% | 0.5% | i | -0.3% | 14% | 1.1 | -3.6% | 18%

Bioassay records from PubChem.
